# LYPLA1 counter: blocks human lysophospholipase 1, a PME1 counter-screen; recombinant LYPLA1, FP-Rh probe fluorescence polarization; AID 2174; O75608; inhibition, % at 5.9 µM; 320,000 tested, 0.16% active;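 active = inhibition above the mean of all tested compounds plus 3 SD, set per campaign, cut at about 14% in these data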;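 note: inhibitors block serine hydrolase probe labeling of LYPLA1 so polarization falls; 0% = enzyme with DMSO and 100% = wells lacking LYPLA1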
# Target sequence (O75608 whole entry, looked up): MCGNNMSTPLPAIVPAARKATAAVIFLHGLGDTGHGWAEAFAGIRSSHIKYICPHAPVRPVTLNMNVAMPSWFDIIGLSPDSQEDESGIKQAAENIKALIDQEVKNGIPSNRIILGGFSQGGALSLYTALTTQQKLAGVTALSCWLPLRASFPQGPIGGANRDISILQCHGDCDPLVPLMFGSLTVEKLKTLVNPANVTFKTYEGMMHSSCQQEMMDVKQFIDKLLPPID
# pPAFAH inh: inhibitors of human plasma PAF acetylhydrolase (pPAFAH); Q13093; recombinant pPAFAH, FP-rhodamine probe fluorescence polarization; inhibition, % at 3.39 µM; 330,000 tested, 1.5% active; AID 463082;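 active = inhibition above the mean inhibition across the screen plus 3 SD, cut at about 25% in these data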;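 note: inhibitors block binding of the rhodamine activity-based probe so polarization drops; 0% = enzyme with DMSO and 100% = wells lacking pPAFAH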
# PME-1 primary: blocks human protein phosphatase methylesterase 1 | recombinant PME-1, FP-Rh probe fluorescence polarization | inhibition, % at 5.9 µM | 320,000 tested, 0.53% active | AID 2130;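 active = inhibition above the campaign mean of all compounds plus 3 SD, cut at about 26% in these data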;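 note: competitive labeling of PME-1 active site by serine hydrolase directed probe; 0% = PME-1 with DMSO and 100% = wells lacking PME-1 enzyme; inhibitors block probe labeling so polarization falls and inhibition rises; many of its hits are not listed in these tables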
# PAFAH1B2 FP inh: inhibitors of human PAFAH1B2. inhibition, % at 3.39 µM. P68402. recombinant PAFAH1B2, FP-rhodamine activity probe, fluorescence polarization. 340,000 tested, 1.2% active;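 active = inhibition above the mean of all tested compounds plus 3 SD, cut at about 24% in these data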;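 note: 0% = enzyme with DMSO and 100% = wells lacking PAFAH1B2; many of its hits are not listed in these tables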
# PAD4 inh: blocks human protein arginine deiminase 4; AID 485272; recombinant PAD4, RCA probe fluorescence polarization; 330,000 tested, 0.41% active; inhibition, % at 6.36 µM;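 active = percent inhibition above a cutoff equal to the mean of all tested compounds plus 3 SD, cut at about 15% in these data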;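 note: 0% = PAD4 with RCA probe and DMSO and 100% = probe without PAD4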
# Target sequence (Q9UM07 whole entry, looked up): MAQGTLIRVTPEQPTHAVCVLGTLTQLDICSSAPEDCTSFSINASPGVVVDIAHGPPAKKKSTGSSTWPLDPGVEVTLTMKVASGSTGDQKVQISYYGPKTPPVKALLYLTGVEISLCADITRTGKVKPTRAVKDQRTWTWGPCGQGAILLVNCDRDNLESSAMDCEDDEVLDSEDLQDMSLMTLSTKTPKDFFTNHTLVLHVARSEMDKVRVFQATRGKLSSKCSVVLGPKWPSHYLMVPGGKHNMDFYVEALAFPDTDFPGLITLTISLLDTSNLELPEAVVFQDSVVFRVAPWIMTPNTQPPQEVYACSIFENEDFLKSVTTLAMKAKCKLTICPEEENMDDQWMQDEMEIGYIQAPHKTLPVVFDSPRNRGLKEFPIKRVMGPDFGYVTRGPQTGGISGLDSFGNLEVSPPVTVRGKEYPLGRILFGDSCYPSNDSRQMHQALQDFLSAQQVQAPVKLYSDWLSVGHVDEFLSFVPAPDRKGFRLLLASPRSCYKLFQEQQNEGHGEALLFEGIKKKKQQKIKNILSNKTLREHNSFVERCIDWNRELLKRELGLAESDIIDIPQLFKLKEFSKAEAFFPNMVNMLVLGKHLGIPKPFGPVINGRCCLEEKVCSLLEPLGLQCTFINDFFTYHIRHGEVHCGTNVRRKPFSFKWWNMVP
# PAFAH1B3 FP inh: inhibitors of human PAFAH1B3; 340,000 tested, 0.28% active; inhibition, % at 3.39 µM; Q15102; recombinant PAFAH1B3, FP-rhodamine probe, fluorescence polarization;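 active = inhibition above the screen-wide average of all tested compounds plus 3 SD, cut at about 25% in these data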;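 note: 0% = enzyme with DMSO only and 100% = wells lacking PAFAH1B3 protein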
# PAFAH2 FP inh: PAFAH2 (human) inhibition | Q99487 | 340,000 tested, 0.99% active | inhibition, % at 3.39 µM | AID 492956 | recombinant PAFAH2, FP-rhodamine activity probe, fluorescence polarization;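 active = inhibition above the mean over all tested compounds plus 3 SD, cut at about 30% in these data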;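 note: inhibitors block probe labeling of enzyme so polarization drops; 0% = enzyme with DMSO and 100% = wells lacking PAFAH2 protein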
# LYPLA2 counter: LYPLA2 (human) inhibition in PME1 counter-screen; O95372; recombinant LYPLA2, FP-Rh probe fluorescence polarization; inhibition, % at 5.9 µM; 320,000 tested, 0.38% active; AID 2177;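 active = inhibition above the screen-wide mean plus 3 SD, limit set per campaign, cut at about 26% in these data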;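 note: 0% = LYPLA2 with DMSO and 100% = wells lacking LYPLA2 enzyme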
# GSTO1 inh: blocks human GSTO1 in RBBP9 counter-screen; P78417; recombinant GSTO1, activity-based probe fluorescence polarization; inhibition, % at 5.96 µM; 300,000 tested, 1.1% active;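 active = inhibition above the campaign mean inhibition plus 3 SD, cut at about 35% in these data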;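 note: 0% = GSTO1-1 with DMSO and 100% = wells lacking GSTO1-1 enzyme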
# Numbers without * were called inactive; nt = not tested or not shown.
mol	PAFAH2 FP inh	PAFAH1B3 FP inh	GSTO1 inh	LYPLA1 counter	LYPLA2 counter	PAD4 inh	pPAFAH inh	PME-1 primary	PAFAH1B2 FP inh
CN(Cc1ccc(Cl)cc1Cl)C(=O)c1cccc(S(=O)(=O)N2CCN(c3ccccc3)CC2)c1	-1	3	1	1	0	1	4	3	6
O=C1Nc2cc(Br)ccc2C1(O)c1ccccc1O (stereo not given)	0	14	-2	2	10	-4	0	-2	3
Cc1ccc(NC(=S)N(CCN2CCCCC2)Cc2ccco2)cc1	-1	11	4	0	2	6	9	2	3
O=C(O)CCN1/C(=C/C=Nc2ccccc2)Oc2ccccc21	5	0	6	3	7	-2	5	-2	2
COc1ccccc1C(C)N(C)Cc1nc(COc2ccccc2)no1 (stereo not given)	-6	3	22	-4	-3	-3	3	3	0
O=C(NCc1ccccc1Cl)C1CCC(CNc2nc(=S)[nH]c3ccccc23)CC1 (stereo not given)	-8	-5	-12	1	-4	0	-4	0	-3
CC(C)c1ccc(N2C(=NC(=O)C3CC3)SC3CS(=O)(=O)CC32)cc1 (stereo not given)	3	5	2	-4	-3	3	-5	-7	3
Cn1ncc(C#N)c1/N=C/N1CCOCC1	-2	-2	-3	-1	-1	0	0	-3	4
COc1ccc(S(=O)(=O)Nc2c(C)n(C)n(-c3ccccc3)c2=O)cc1Br	-1	5	-5	2	2	6	9	6	2
Cc1ccc(C(=O)NNC(=O)c2nn(-c3ccc(F)cc3)ccc2=O)cc1	0	0	2	0	-3	-4	0	-2	5
COCCn1c(SCC(=O)Nc2nc(C)cs2)nnc1C(C)C	0	1	-5	2	-2	-4	-5	-7	1
O=C(CC1NCCNC1=O)Nc1ccccc1 (stereo not given)	-3	6	6	0	-2	2	0	-1	6
Clc1ccc(-c2cc(COc3ccc4ccccc4c3)no2)cc1	-3	7	1	4	3	0	0	0	0
COc1ccc(C(=O)C2CCCN(C(=O)CCc3scnc3C)C2)c(C)c1 (stereo not given)	2	10	-2	-8	-3	-2	1	-1	2
CCNC(=S)Nc1nc2c(cc1C(=O)OCC)CCCC2	-2	2	5	-4	5	0	1	-5	3
O=C(Oc1ccccc1N1CCOCC1)c1sccc1Br	-1	5	12	-5	5	6	9	-4	3
CCOc1ccc2sc(NS(=O)(=O)c3ccc(N)cc3)nc2c1	2	7	-4	1	0	2	8	-5	3
CCCCCCn1nc(C(=O)N(CC(C)C)c2c(N)n(CCCC)c(=O)[nH]c2=O)c2ccccc2c1=O	-5	5	-1	1	-3	-4	-5	-11	6
CN1OC(c2ccccc2)=C(CO)C1c1ccccc1 (stereo not given)	0	11	4	0	7	-1	0	6	-2
O=C(CCCC(=O)OCC1CCCO1)OCC1CCCO1 (stereo not given)	-2	-2	-7	-1	2	-1	4	3	0
CC1CN(Cc2cc(=O)n3ccsc3n2)CC(C)O1 (stereo not given)	-2	5	-4	-1	-5	0	-2	-3	1
CC(NC(=O)COC(=O)[C@@H]1CCCN1S(=O)(=O)c1ccccc1F)C12CC3CC(CC(C3)C1)C2 (stereo not given in full)	14	4	-1	2	-3	-2	7	3	16
CC(C)COc1ccc(C(=O)OCCN2CCOCC2)c(O)c1	-6	-2	-3	1	5	2	7	3	0
COc1cc(/C=N/NC(=O)C(NC(=O)c2ccccc2)c2n[nH]c(=O)c3ccccc23)ccc1OCC(N)=O (stereo not given)	3	5	-17	-2	78*	3	0	6	6
O=C(NC(=S)Nc1cccnc1Cl)c1ccc(F)cc1	-6	-2	3	-4	-1	4	2	0	1
Cc1ccc(CCNS(=O)(=O)c2cnc[nH]2)cc1	0	-4	-5	2	2	-2	-3	-8	9
CCC(=O)N=c1sc2c(OC)ccc(OC)c2n1C	1	6	-4	4	4	2	0	-1	6
CCOC(=O)C1=NN(c2cccc(Cl)c2)C2=NC(C)=C(C(=O)OC)C(c3cccs3)N12 (stereo not given)	5	-2	-1	1	2	1	-2	-8	-1
C/C(Cc1ccccc1)=N\NC(=O)CNC(=O)c1ccc(C(C)(C)C)cc1	-5	5	-2	-2	-1	-3	4	-4	3
O=c1c2ccccc2nc(SCc2cccc(F)c2)n1Cc1ccco1	-13	5	-8	-5	1	-3	15	-4	3
Cn1nc(C(=O)N2CCCC2)c2ccccc2c1=O	-3	-3	-7	-3	5	3	2	-5	2
O=C(N/N=C/c1ccc(-n2ccnc2)cc1)c1cccs1	5	1	-1	3	14	0	2	-8	-5
CC(=O)Nc1ccc(NC(=O)c2ccccc2N(C)S(=O)(=O)c2ccc(C)cc2)cc1	7	8	3	2	-1	-3	-2	-2	-7
COc1ccc2[nH]c(C)c(C(=O)CN3CCN(C(=O)c4ccco4)CC3)c2c1	0	2	-8	-5	-2	-1	10	4	5
C/C(=N\NC(=O)CSc1ncccn1)c1ccc2c(c1)OCCO2	5	0	-4	3	11	-4	3	-4	3
O=C(/C=C/c1ccccc1Cl)N(Cc1ccccc1)C1CCS(=O)(=O)C1 (stereo not given)	-2	1	-1	-1	-1	-5	1	-8	1
COc1ccc(/C=N/N(Cc2ccccc2)c2ccccc2)cc1O	2	9	4	0	5	4	12	7	4
O=C(OCC(=O)N1CCCC1=O)c1nc(Cl)c(Cl)c(Cl)c1Cl	8	6	40*	-3	-6	-5	-1	-6	16
COc1ccccc1/C=C/C=N/NC(=O)CN1CCN(Cc2ccccc2)CC1	-1	2	-2	1	0	0	-4	0	2
O=C(Nc1ccncc1)Nc1ccc(F)c(Cl)c1	-6	2	-1	-13	-21	2	-2	-8	6
COc1cc(C=NNC(=O)c2cccnc2)ccc1OC(=O)c1ccccc1F	-4	7	nt	nt	nt	1	-3	nt	2
CCOc1cc(CNc2cccc3[nH]c(C)nc23)ccc1OC	5	4	10	3	-2	0	7	6	3
CN1CCN(c2ccc(-c3ccnn3C(=O)Nc3cccc(C(F)(F)F)c3)cc2)CC1	3	4	0	0	-7	-3	0	-4	-1
COC(=O)[C@@]1(Cc2ccc(OC)cc2)[C@H]2c3cc(C(=O)N(C)C)[nH]c3C[C@H]2CN1C(=O)c1ccccc1	7	-4	9	5	0	2	7	-6	4
O=S(=O)(NCc1ccccc1)c1cccs1	5	12	9	-2	1	-9	0	0	6
CCSc1nc(C)nc2c1oc1ccccc12	1	1	16	-3	-10	-13	-6	-11	9
Cc1ccc(O)c(CCc2ccccc2)n1	8	11	1	-2	3	-1	4	-6	3
Cc1c(C(=O)C(=O)NCCC2=CCCCC2)c2ccccc2n1C	1	3	2	-3	3	-2	8	10	15
COc1cccc(C(=O)/C=C/Nc2ccc(S(=O)(=O)Nc3ncccn3)cc2)c1	7	5	4	-3	1	1	-1	4	4
CC(C)(C)C(=O)NCCN1CCN(C(=O)C(C)(C)C)CC1	2	0	2	-3	-1	3	6	-2	6
O=C(c1cc(-c2ccccc2)on1)N1CCN(Cc2ccc3c(c2)OCO3)CC1	5	11	-3	5	25	2	6	0	0
CCOC(=O)/C=c1\s/c(=C\c2ccc(C#N)cc2)c(=O)n1CC(=O)Nc1cccc(C)c1C	-3	-3	7	-4	-7	-4	2	0	2
COc1ccc(NC(=O)c2cc(SC)ccc2Cl)cc1	2	4	-8	0	-6	2	1	-4	1
CC(C)NC(=S)Nc1ccc2cn[nH]c2c1	0	-2	5	2	1	0	0	6	0
O=C(O)CCC(=O)N1N=C(c2c(-c3ccccc3)c3cc(Cl)ccc3[nH]c2=O)CC1c1cccs1 (stereo not given)	-1	4	-2	-1	2	1	8	6	-1
O=C(Nc1ccc2c(c1)OCO2)c1ccc(N2CCCC2)c([N+](=O)[O-])c1	2	1	4	-2	4	-1	8	18	2
Cc1ccc(NS(=O)(=O)c2ccc3c(c2)CCC(=O)N3)cc1	0	-4	nt	2	10	-3	21	11	-1
Fc1ccc(Nc2nc(N3CCOCC3)nc(N3CCOCC3)n2)cc1	-7	0	1	0	-2	-1	2	0	-1
COc1ccc(C2=NOC(C(=O)NCc3cccs3)C2)cc1 (stereo not given)	3	2	1	-1	3	-6	2	-1	-3
CCCCC(=O)N/N=C/c1sccc1C	-5	5	-6	-3	-4	-1	1	-1	1

# Further structures follow.
mol	PAFAH2 FP inh	PAFAH1B3 FP inh	GSTO1 inh	LYPLA1 counter	LYPLA2 counter	PAD4 inh	pPAFAH inh	PME-1 primary	PAFAH1B2 FP inh
Cc1csc(NC(=O)c2cc(-c3ccco3)nc3ccccc23)n1	-2	-1	10	-12	-1	-4	25*	2	-3
CCN(CC(=O)Nc1c(F)cccc1F)C(=O)CCNC(=O)c1ccc([N+](=O)[O-])cc1	-4	-2	-1	1	1	3	2	-2	0
O=C(COc1c(Cl)cccc1Cl)Nc1ccccc1N1CCCC1	-2	3	-6	-1	-2	-4	6	-11	2
COc1cc(Cc2cc(N)nc(N)n2)cc(OC)c1OC	-4	1	4	0	-6	0	1	-4	5
CCN(CC)c1ccc(NC(=O)CSc2nc3ccccc3c(=O)n2-c2cc(S(=O)(=O)N(C)C)ccc2C)cc1	5	4	-1	-6	6	-5	9	14	3
CN(C)/C=C1\SC(=S)N(N2C(=O)C3C4C=CC(C4)C3C2=O)C1=O (stereo not given)	-2	-4	-6	2	1	-5	0	-3	-3
CCc1cc(=O)oc2c(C)c(O[C@@H]3O[C@H](CO)[C@@H](O)[C@H](O)[C@H]3O)ccc12	-2	16	2	0	-5	4	4	-1	3
Nc1nc2ccccc2n1Cc1ccc(Cl)c(Cl)c1	1	3	-3	-7	0	0	-5	-2	4
CCOCCCNC(=O)c1c[nH]c2cc(OC)ccc2c1=O	-4	14	24	2	6	0	5	2	2
CCCCC(=O)NC(c1ccccc1Cl)c1ccc2cccnc2c1O (stereo not given)	6	3	8	0	5	-2	12	1	7
CCOC(=O)CSc1ccc(C(=O)NCCCN2CCOCC2)cc1[N+](=O)[O-]	-3	5	1	0	-4	-2	11	-8	3
COC(=O)c1sccc1NC(=O)/C=C/C(=O)O	3	0	6	-4	-2	-1	-3	-9	2
COc1ccccc1C1c2c(C)nn(-c3ccccc3)c2NC(=O)C1NC(=O)c1ccccc1 (stereo not given)	1	7	1	-2	-2	0	-3	-3	0
CNC(=O)COC(=O)COc1ccc2c(C)cc(=O)oc2c1	8	8	6	-2	3	-1	0	4	-3
O=C(CCCC(=O)N(CC(=O)NC1CCCC1)Cc1ccc2c(c1)OCO2)Nc1ccccn1	-8	4	-5	1	7	5	3	2	-5
CCC(CC)C(=O)Nc1cc(NC(=O)C(CC)CC)cc(C(=O)O)c1	7	8	1	-3	-7	-1	3	-5	9

# pPAFAH inh, hit marks shown above.
Structure	PAFAH2 FP inh	PAFAH1B3 FP inh	PAD4 inh	pPAFAH inh	PME-1 primary	PAFAH1B2 FP inh
Cc1csc(NC(=O)c2cc(-c3ccco3)nc3ccccc23)n1	-2	-1	-4	25*	2	-3

# Screening data: PubChem, The Scripps Research Institute Molecular Screening Center

# An excerpt; the hit share may differ from the screen's.
